# Rv3671c protease = inhibits the M. tuberculosis serine protease Rv3671c; P9WHR9; inhibition, % at 5.96 µM; 320,000 compounds, 0.048% hits; in the data active = inhibition above about 38%;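 note: extracellular domain of Rv3671c used as enzyme; 0% = enzyme with DMSO and 100% = no enzyme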
# PrPC surface inh = reduces human prion protein on the cell surface; 370,000 compounds, 0.43% hits; inhibition, % at 13.8 µM; cell surface PrPC, TR-FRET read-out; in the data active = inhibition above about 24%; note: 0% = median of the test wells and 100% = reference compound wells
# BoNT F protease = inhibitors of Botulinum neurotoxin F light chain protease. Multiplex microsphere protease cleavage assay, flow cytometry. inhibition, % at 10 µM. 360,000 compounds, 0.22% hits. AID 588497; in the data active = inhibition above about 35%, passing the limit was not always enough; inconclusive = no clear call, values can overlap the other calls; note: plate controls were buffer without enzyme for full effect and enzyme alone for no effect
# MazF activator = MazEF (E. coli) toxin RNase activation. P0AE70. FAM/BHQ RNA-DNA oligo cleavage fluorescence, 5 h. activation, % at 20 µM. 350,000 compounds, 0.32% hits; in the data active = activation above about 50%
# Target sequence (P0AE70 whole entry, looked up): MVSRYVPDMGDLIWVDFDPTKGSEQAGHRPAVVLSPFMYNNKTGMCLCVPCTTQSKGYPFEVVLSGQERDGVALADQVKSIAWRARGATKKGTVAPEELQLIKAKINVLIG
# FBA Mtb inh = Mtb fructose-bisphosphate aldolase inhibition. 360,000 compounds, 2.3% hits. P9WQA3. inhibition, % at 1 µM. purified M. tuberculosis FBA, fluorescence read-out; in the data active = inhibition above about 27%;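 note: 0% = vehicle and 100% = reference inhibitor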
# Target sequence (P9WQA3 whole entry, looked up): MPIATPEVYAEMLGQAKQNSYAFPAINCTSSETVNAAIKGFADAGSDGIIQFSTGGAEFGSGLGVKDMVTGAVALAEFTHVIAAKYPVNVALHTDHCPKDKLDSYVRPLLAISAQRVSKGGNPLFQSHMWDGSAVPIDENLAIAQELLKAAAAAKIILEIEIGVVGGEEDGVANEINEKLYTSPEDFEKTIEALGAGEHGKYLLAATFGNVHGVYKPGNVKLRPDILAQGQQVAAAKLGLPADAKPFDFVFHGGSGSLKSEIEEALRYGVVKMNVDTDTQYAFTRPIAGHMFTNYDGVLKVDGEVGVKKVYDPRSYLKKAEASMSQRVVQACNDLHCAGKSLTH
# FadD28 binding = blocks FadD28 binding to the bisubstrate probe; fluorescence polarization; inhibition, % at 12.5 µM; 360,000 compounds, 0.22% hits; AID 588549; in the data active = inhibition above about 8.5%, passing the limit was not always enough; inconclusive = no clear call, values can overlap the other calls
# Mtb BioA inh = inhibitors of Mycobacterium tuberculosis BioA enzyme. inhibition, % at 9.99 µM. purified M. tuberculosis BioA enzyme, plate reader. 360,000 compounds, 0.096% hits. AID 602481; in the data active = inhibition above about 40%; inconclusive = no clear call, values can overlap the other calls
# UGM FP inh = Mtb UDP-galactopyranose mutase inhibition. P9WIQ1. purified UGM, fluorescence polarization probe displacement. inhibition, % at 10 µM. 320,000 compounds, 0.06% hits; in the data active = inhibition above about 10%, passing the limit was not always enough; inconclusive = no clear call, values can overlap the other calls
# Target sequence (P9WIQ1 whole entry, looked up): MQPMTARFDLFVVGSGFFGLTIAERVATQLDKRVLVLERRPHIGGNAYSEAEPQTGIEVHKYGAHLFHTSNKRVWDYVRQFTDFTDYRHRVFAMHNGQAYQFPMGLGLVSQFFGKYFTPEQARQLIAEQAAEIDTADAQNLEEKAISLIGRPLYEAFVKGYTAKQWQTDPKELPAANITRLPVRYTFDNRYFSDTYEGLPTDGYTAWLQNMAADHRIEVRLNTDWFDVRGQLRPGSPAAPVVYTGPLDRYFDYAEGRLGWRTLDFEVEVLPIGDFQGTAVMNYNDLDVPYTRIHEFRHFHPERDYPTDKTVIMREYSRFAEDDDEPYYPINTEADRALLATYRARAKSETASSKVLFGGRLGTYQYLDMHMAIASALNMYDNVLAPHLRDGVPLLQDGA
# GDH-TPI inh = GDH-TPI coupled enzyme inhibition counter-screen; GDH-TPI coupled enzyme counterscreen, NADH absorbance; inhibition, % at 4.8 µM; 360,000 compounds, 1.2% hits; AID 588335; in the data active = inhibition above about 30%;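 note: 0% = DMSO wells and 100% = wells lacking the enzyme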
# Numbers without * were called inactive; ? = inconclusive; . = not tested or not shown.
1: O=C(c1ccc2oc(Cc3ccc(Cl)cc3)nc2c1)N1CCCCC1CCO (stereo not given)
2: Cc1cc(C)nc(N/N=C2/CCCC/C2=C\c2ccccc2)n1
3: CC(=O)c1ccc(N2CCN(S(=O)(=O)c3ccc4ccccc4c3)CC2)cc1
4: CSc1nc(NCC(C)C)nc(N2CCOCC2)n1
5: CCCCCCCC(=O)Oc1ccc(C(=O)Nc2cc(C)on2)cc1
6: Cc1ccc(C(=O)Nc2ccc(N3CCOCC3)nc2)cc1
7: Cc1ccc(C(=O)CCC(=O)N2CCN(c3ccc(F)cc3)CC2)cc1
8: CCN1CCN(CC(O)COC(C)C)CC1 (stereo not given)

entry no.,1,2,3,4,5,6,7,8
Rv3671c protease,0.6,-3.3,-10.9,7.2,4.4,1.8,-7.0,0.0
PrPC surface inh,4.8,2.7,-4.2,3.4,3.0,2.1,9.3,-5.6
BoNT F protease,3.9,-1.1,-6.7,2.5,-10.6,-2.9,-10.5,-0.6
MazF activator,10.7,9.6,-7.3,2.3,-4.2,6.3,-1.5,-2.0
FBA Mtb inh,1.3,-0.3,-1.2,-0.7,3.5,2.2,0.8,-2.1
FadD28 binding,-3.8,-3.9,-0.4,-3.4,1.5,0.2,-0.3,-3.1
Mtb BioA inh,1.9,-1.7,0.4,-1.0,2.5,-1.1,-0.2,-0.2
UGM FP inh,-1.4,3.6,2.2,1.7,-3.3,-0.7,1.6,2.8
GDH-TPI inh,-2.8,4.8,17.2,-2.9,0.0,1.0,1.0,-8.1

9: CCN1C(=O)c2cccc3c(S(=O)(=O)Nc4ccccc4OC)ccc1c23
10: O=C(C[C@@H]1C/C=C\C[C@@H](Cc2ccc(F)cc2)C(=O)OC[C@@H]2CCCN2C1=O)NCCO
11: O=C(NCCCn1ccnc1)c1cc2c(s1)CCCC2
12: COc1ccc(CC(=O)N/N=C/c2c(C)n(C)c3ccccc23)cc1OC
13: CC(=O)Nc1ccc(S(=O)(=O)N2CCc3c(Cl)cccc3C2)cc1
14: N/C(=N\OC(=O)c1ccc(Cl)c(Cl)c1)c1cccnc1
15: Cc1n[nH]c(C)c1CCN(C)C(=O)C1CCC(=O)N(CC2CCCCC2)C1 (stereo not given)
16: Cc1ccc(C(=O)N2CC=C(c3ccccc3)CC2)s1

entry no.,9,10,11,12,13,14,15,16
Rv3671c protease,-0.1,9.3,10.5,-0.8,-3.0,-12.3,6.8,2.1
PrPC surface inh,-9.5,-5.5,7.8,10.8,-2.5,4.2,5.0,5.7
BoNT F protease,7.8,0.0,-3.9,-3.7,5.9,2.3,3.2,-4.4
MazF activator,0.5,-8.6,-6.1,10.6,-5.5,0.2,3.5,-12.2
FBA Mtb inh,2.8,-3.0,0.1,1.7,5.4,-0.9,0.1,4.6
FadD28 binding,-1.0,-2.0,0.7,-1.7,-1.7,-1.0,-3.0,0.5
Mtb BioA inh,.,-0.7,2.6,-0.2,-1.8,-3.7,-1.1,0.7
UGM FP inh,-0.1,.,0.5,-4.8,2.8,-0.2,0.5,3.1
GDH-TPI inh,11.4,2.7,3.1,22.1,11.3,1.5,-3.5,4.5

17: COc1ccccc1CN(C)C(=O)CSCC(=O)Nc1ccccc1F
18: CSCC[C@H](NC(=O)[C@@H]1Cc2c([nH]c3ccccc23)C2c3ccccc3C(=O)N21)C(=O)NCC1CCCO1 (stereo not given in full)
19: O=C(NCCCn1cccn1)C1CCC(=O)N(Cc2ccccc2F)C1 (stereo not given)
20: COCCn1cnc2c(c1=O)c1nc3ccccc3nc1n2/N=C/c1ccco1
21: O=C(NCCCN1CCOCC1)c1cccc(NS(=O)(=O)c2ccc(Br)cc2)c1
22: CN(C(=O)c1ccc(NC(=O)Cc2cccc(NC(=O)C3CCN(C(=O)C4CCC4)CC3)c2)cc1)C1CCCC1
23: Cc1ccsc1/C=N/NC(=O)c1ccc2nc[nH]c2c1
24: Cc1ccc(CNC(=O)c2ccc3c(c2)S(=O)(=O)c2ccccc2C3=O)cc1

entry no.,17,18,19,20,21,22,23,24
Rv3671c protease,-13.2,-7.4,-4.9,-3.2,2.9,5.4,-2.0,-8.0
PrPC surface inh,5.1,1.6,0.1,-14.9,-1.3,3.6,-2.7,-2.9
BoNT F protease,5.5,-8.1,5.7,-0.9,15.5,4.3,-8.3,-5.8
MazF activator,4.9,8.7,12.3,22.6,-1.7,3.1,3.4,0.1
FBA Mtb inh,-3.4,0.6,-0.5,0.3,-0.7,0.7,3.1,5.2
FadD28 binding,-2.1,-1.6,-2.8,-0.4,-2.1,-1.5,-0.4,0.5
Mtb BioA inh,1.1,0.4,-0.4,.,1.4,-1.6,.,-1.8
UGM FP inh,0.1,0.7,1.7,0.7,-1.2,1.3,1.3,6.1
GDH-TPI inh,-1.6,5.9,4.4,15.3,0.3,1.8,15.3,5.0

25: Cn1c(N)c(C(=O)CSc2nnc(-c3ccccc3F)n2N)c(=O)n(C)c1=O
26: CCNC(=O)C1(C)CCCN(C(=O)c2cc3ccccc3s2)C1 (stereo not given)
27: COC(=O)C1=NN(C(=O)c2ccccc2)C(C)(O)C1 (stereo not given)
28: CCC1(C)OC(=O)N2CCc3c(C)[nH]c4c(C)ccc(c34)C21C (stereo not given)
29: CNc1ccc(/C=C2\CSc3ccccc3C2=O)cc1[N+](=O)[O-]
30: CCOC(=O)C1(COCc2ccccc2)CCCCC1=O (stereo not given)
31: COCCNC(=O)/C(C#N)=C/c1c(N2CCN(c3ccc(OC)cc3)CC2)nc2c(C)cccn2c1=O
32: Cn1c(CCNC(=O)C2CCCCC2)nc2cc([N+](=O)[O-])ccc21

entry no.,25,26,27,28,29,30,31,32
Rv3671c protease,1.2,.,-5.6,-2.1,5.0,.,-5.7,3.8
PrPC surface inh,11.0,-3.1,5.5,-0.8,-0.1,2.2,-11.5,-15.8
BoNT F protease,-7.0,-0.9,-0.2,4.9,-4.6,-2.3,?,-5.4
MazF activator,-11.7,.,13.6,1.8,11.6,-5.8,9.0,1.1
FBA Mtb inh,-0.8,-1.0,1.5,4.0,-5.2,-1.5,79.9*,-1.3
FadD28 binding,-1.1,-4.5,-0.8,2.2,-4.7,0.4,-2.4,-1.3
Mtb BioA inh,-0.3,0.2,-1.3,0.6,.,-1.5,0.8,.
UGM FP inh,-1.9,.,-1.5,-1.3,1.4,.,-1.8,-1.0
GDH-TPI inh,12.5,2.7,13.0,-4.0,0.0,3.1,1.9,6.2

33: COc1ccc(/C=N/NC(=O)c2cccc(O)c2)cc1Cn1nc(C)c([N+](=O)[O-])c1C
34: O=C(NCCCN1CCCC1=O)c1ccc(S(=O)(=O)Nc2cccc(C(F)(F)F)c2)cc1
35: CN(Cc1ccccc1)S(=O)(=O)c1nnc(NC(=O)c2ccc(F)cc2)s1
36: CC(=O)OCC1OC(OC2C[C@]3(C)C(CC(O)C4C([C@](C)(CCC=C(C)C)OC5OC(CO)C(O)C(O)C5O)CC[C@]43C)[C@@]3(C)CCC(O)C(C)(C)C23)C(O[C@@H]2OC(C)C(O)C(O)C2O)C(O)C1O (stereo not given in full)
37: O=C(CCl)N1CCN(S(=O)(=O)c2ccc3ccccc3c2)CC1
38: CNS(=O)(=O)c1ccc(NC(=O)Nc2cccc(F)c2)cc1
39: Cc1ccc(CCNC(=O)CCc2nc3ccccc3[nH]2)cc1
40: CC1(C)CC(=O)C=C(NC2CC(C)(C)NC(C)(C)C2)C1

entry no.,33,34,35,36,37,38,39,40
Rv3671c protease,-23.8,7.9,0.7,-8.7,4.2,-32.9,3.8,7.3
PrPC surface inh,3.3,8.2,1.4,.,1.9,12.5,4.3,6.5
BoNT F protease,-1.8,.,-7.2,-0.8,-0.5,4.6,10.1,-12.3
MazF activator,17.1,4.7,1.9,5.7,2.4,6.8,-1.1,6.6
FBA Mtb inh,-6.0,2.6,-1.6,1.0,-1.1,-0.1,-0.9,0.7
FadD28 binding,-14.6,-1.4,-0.2,-1.6,-2.5,-0.3,0.1,0.4
Mtb BioA inh,.,-1.0,-1.4,1.9,0.7,.,-1.1,-1.1
UGM FP inh,2.2,-2.1,-2.4,-3.4,0.6,-0.6,1.0,0.0
GDH-TPI inh,-1.3,4.6,-1.5,4.5,-8.0,0.3,-1.4,3.3

41: CCOC(=O)c1cnc(SCC#N)nc1N
42: Cc1cc(N2CCN(C)CC2)nc2ccc(NC(=S)N3CCN(c4cccc(Cl)c4)CC3)cc12
43: CC(C)c1nc(CNC(=O)CC2C(=O)NCCN2Cc2ccoc2)cs1 (stereo not given)
44: CNC(=O)CSCc1c(F)cccc1Cl
45: COc1ccc(-c2noc3c2-c2nc(C4CCCCC4)sc2CC3)cc1
46: CCC1(c2ccc(F)cc2)NC(=O)N(CC(=O)Nc2ccc(S(N)(=O)=O)cc2)C1=O (stereo not given)
47: O=c1[nH]c(C2CCCN(S(=O)(=O)c3ccccc3)C2)nc2c1nnn2Cc1ccc(OC(F)(F)F)cc1 (stereo not given)
48: Cc1ccc(NC(=O)COC(=O)CNC(=O)C2CCCCC2)c(Br)c1

entry no.,41,42,43,44,45,46,47,48
Rv3671c protease,-10.2,-4.5,-3.6,0.1,-4.0,-6.6,9.6,-4.1
PrPC surface inh,0.5,1.1,-3.8,-0.7,2.1,0.9,-8.4,-0.9
BoNT F protease,-2.6,-1.3,7.6,-1.3,-2.7,-3.9,3.8,8.4
MazF activator,-9.3,-3.1,-1.4,7.8,-12.2,4.6,10.1,3.3
FBA Mtb inh,-0.3,12.3,-1.1,0.3,-0.9,6.9,-5.9,4.1
FadD28 binding,-1.2,-2.7,0.9,-2.5,-3.7,-0.2,-3.1,-0.6
Mtb BioA inh,-0.5,-0.9,-1.0,-1.7,-1.4,.,-0.9,.
UGM FP inh,1.0,-4.3,1.7,0.8,-0.1,-1.2,1.0,-1.1
GDH-TPI inh,12.5,7.5,1.9,2.7,-7.7,-3.8,-4.3,1.6

# Overlap with the part before: 3 entries; new compounds follow.
46: CCC1(c2ccc(F)cc2)NC(=O)N(CC(=O)Nc2ccc(S(N)(=O)=O)cc2)C1=O (stereo not given)
47: O=c1[nH]c(C2CCCN(S(=O)(=O)c3ccccc3)C2)nc2c1nnn2Cc1ccc(OC(F)(F)F)cc1 (stereo not given)
48: Cc1ccc(NC(=O)COC(=O)CNC(=O)C2CCCCC2)c(Br)c1
49: COc1ccc(C(=O)Nc2ccccc2NC(=O)c2ccco2)cc1OC
50: COc1cccc(OC)c1C(=O)Nc1cc(C)nn1-c1nc2ccccc2[nH]1
51: CN(C)C1(CNC(=O)c2ccc(Cl)c(S(=O)(=O)NCc3ccco3)c2)CCCCC1
52: O=C(NC(=S)N1CCN(c2ccc(Cl)cc2[N+](=O)[O-])CC1)c1cccs1
53: COc1ccc(Cc2n[nH]c(=S)n2-c2ccc3c(c2)OCCO3)cc1
54: COCc1cc(C)nc(SCC(=O)Nc2ccc(C)c(C)c2)c1C#N
55: O=C(CCCCC(=O)NN=Cc1ccc(Cl)cc1)NN=Cc1ccc(Cl)cc1
56: COc1ccc(/C=N\NC(=O)C2C(=O)NCC2c2ccccc2)cc1O (stereo not given)

entry no.,46,47,48,49,50,51,52,53,54,55,56
Rv3671c protease,-6.6,9.6,-4.1,5.9,-12.1,-4.0,10.2,-3.9,2.8,.,2.7
PrPC surface inh,0.9,-8.4,-0.9,-6.1,16.0,0.5,.,-6.5,12.0,1.7,-1.3
BoNT F protease,-3.9,3.8,8.4,12.2,-3.9,-0.2,-3.9,0.9,6.2,-3.9,5.3
MazF activator,4.6,10.1,3.3,5.0,6.2,3.8,-2.8,4.3,-2.0,-39.0,3.2
FBA Mtb inh,6.9,-5.9,4.1,1.4,-1.8,3.2,-0.3,-1.3,-3.3,2.2,2.8
FadD28 binding,-0.2,-3.1,-0.6,-5.4,-15.2,-2.9,0.8,-2.7,-2.1,-1.4,-0.8
Mtb BioA inh,.,-0.9,.,13.5,.,-1.5,2.9,.,-1.6,.,-1.9
UGM FP inh,-1.2,1.0,-1.1,2.3,-1.7,-1.8,3.0,-0.8,-2.2,.,2.5
GDH-TPI inh,-3.8,-4.3,1.6,-8.0,7.3,-0.5,-4.9,-3.2,1.9,0.0,4.8
